# From PubChem BioAssay
# DNMT1 block: inhibitors of human DNMT1 | P26358 | DNMT1 molecular beacon, Hinp1I cleavage, fluorescence | inhibition (reported as % activation of signal), % at 10 µM | 0.83% of 360,000 active | AID 588458; in the data active = inhibition above about 50%
# Neddylation inh: blocks human cullin neddylation; 0.58% of 360,000 active; calls only at 25 µM; P61081+Q13564; TR-FRET cullin neddylation, biochemical; in the data active = inhibition above about 36%
# Scp1 inh: inhibitors of human Scp-1 phosphatase; Q9GZU7; Recombinant Scp1, phosphopeptide, malachite green phosphate absorbance; inhibition, % at 20 µM; 0.88% of 340,000 active; AID 493091;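 active = inhibition above about 50% at 20 µM, limit read from the data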;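 also: plate controls were DMSO wells with enzyme for no effect and wells lacking enzyme for full effect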
#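 Material – SCP-1 phosphatase catalytic domain, residues 76-261 · Buffer or medium – Acidic Tris acetate buffer with magnesium and detergent · Also added – Phospho 17-mer peptide substrate · Compound – single 20 µM dose, 1% DMSO · Times – 45 min room-temperature reaction, 5 min colour, 30 min stabiliser · Technique – Phosphate-binding colour reagent, absorbance read at 630 nm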
# SKN-1 inh: inhibitors of C. elegans SKN-1 | C. elegans VP596 Pgst-4::GFP/RFP ratio, acrylamide-induced, 24 h | inhibition, % at 21.8 µM | 0.49% of 360,000 active;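 active = interference check ratio from 0.5 to 1.5 plus GFP to RFP signal ratio inhibition reaching or exceeding a fixed threshold, cut at about 30% in these data, passing the limit was not always enough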; also: some compounds called inactive have numbers as strong as hits
# STEP inh: blocks human striatal-enriched tyrosine phosphatase; P54829; recombinant STEP, OMFP fluorogenic substrate, fluorescence; inhibition, % at 20 µM; 0.25% of 360,000 active; AID 588621;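 active = inhibition at 20 µM, scaled per plate between control wells, above about 37%, limit read from the data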;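 also: 0% = DMSO with enzyme and substrate and 100% = substrate only without enzyme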
#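 System: isolated STEP enzyme; schedule: 20 min enzyme reaction at room temperature, protected from light; medium: Bis-Tris buffer pH 6.0, 2.5 mM DTT, 0.005% Tween 20; signal: fluorescence, 480/540 nm; dosing: single compound dose of 20 µM, 1% DMSO final; also added: OMFP substrate, 25 µM final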
# CendR NRP1 mod: modulators of CendR peptide binding to human neuropilin-1; O14786; FAM-RPARPAR peptide binding to NRP-1, fluorescence polarization; inhibition, % at 25 µM; 0.85% of 360,000 active; AID 602438;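 active = inhibition or corrected inhibition above about 18%, plus a signal ratio from 0.5 to 1.5, limit read from the data, passing the limit was not always enough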; also: strong numbers were not always called active
# Target sequence (O14786 whole entry, looked up): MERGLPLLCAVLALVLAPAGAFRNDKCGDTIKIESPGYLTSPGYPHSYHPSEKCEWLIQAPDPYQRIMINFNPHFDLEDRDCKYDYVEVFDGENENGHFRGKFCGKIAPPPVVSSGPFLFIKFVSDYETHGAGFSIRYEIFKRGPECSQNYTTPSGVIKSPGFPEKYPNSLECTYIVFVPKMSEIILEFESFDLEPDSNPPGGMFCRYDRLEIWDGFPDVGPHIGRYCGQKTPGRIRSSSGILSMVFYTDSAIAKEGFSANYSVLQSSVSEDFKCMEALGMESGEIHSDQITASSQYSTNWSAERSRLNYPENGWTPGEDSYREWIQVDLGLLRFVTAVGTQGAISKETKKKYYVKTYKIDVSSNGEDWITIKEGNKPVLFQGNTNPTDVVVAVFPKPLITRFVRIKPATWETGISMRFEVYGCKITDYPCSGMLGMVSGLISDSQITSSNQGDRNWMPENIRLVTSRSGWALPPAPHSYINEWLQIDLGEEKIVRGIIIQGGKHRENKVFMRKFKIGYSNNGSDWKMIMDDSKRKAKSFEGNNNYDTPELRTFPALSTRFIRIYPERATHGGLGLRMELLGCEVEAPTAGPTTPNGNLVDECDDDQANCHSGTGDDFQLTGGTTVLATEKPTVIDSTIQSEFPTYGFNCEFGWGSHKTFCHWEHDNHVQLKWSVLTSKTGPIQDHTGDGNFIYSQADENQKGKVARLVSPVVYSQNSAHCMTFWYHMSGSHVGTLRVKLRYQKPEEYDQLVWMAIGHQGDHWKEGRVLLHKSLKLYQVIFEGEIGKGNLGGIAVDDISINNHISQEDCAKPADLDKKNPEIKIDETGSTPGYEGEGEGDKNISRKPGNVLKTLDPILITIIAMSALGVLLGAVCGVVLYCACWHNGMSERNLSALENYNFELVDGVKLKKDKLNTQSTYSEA
# LMPTP inh: LMPTP (human) inhibition | P24666 | recombinant LMPTP-A, OMFP fluorogenic substrate, fluorescence intensity | inhibition, % at 20 µM | 0.22% of 360,000 active | AID 651560;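 active = compounds that cut the enzyme signal by at least half of the control window in the single-dose screen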;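 also: plate controls were DMSO wells with enzyme plus substrate for no effect and substrate without enzyme for full effect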
#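 Test system: LMPTP-A, protein tyrosine phosphatase of low molecular weight; Input: 0.625 nM enzyme; Incubation: 50 min dark incubation at room temperature; Signal: endpoint fluorescence intensity from OMFP dephosphorylation; Read-out basis: % inhibition versus control wells.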
# Tb MetRS inh: Trypanosoma brucei MetRS inhibition; purified T. brucei MetRS, ATP depletion, Kinase-Glo luminescence; inhibition, % at 11.9 µM; 0.4% of 360,000 active;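 active = inhibition above a per-plate cutoff of the control wells' mean inhibition plus 3 SD, cut at about 5.5% in these data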;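 also: 0% = DMSO wells median and 100% = median of wells with control inhibitor compound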
#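 technique = Kinase-Glo luminescence, ATP depletion format | system = purified MetRS (methionyl-tRNA synthetase) enzyme from Trypanosoma brucei | timing = 15 min preincubation, 2 h reaction, all 25 °C | evaluation = percent inhibition versus plate control medians | dosing = single dose, 11.9 µM final nominal, 0.9% final DMSO | also added = substrates ATP, L-methionine and bulk Escherichia coli tRNA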
# SUMO1 PPI mod: modulators of human SUMO1-mediated protein-protein interactions. P63165. SUMO1 binding to a labelled peptide, TR-FRET, 1 h. inhibition, % at 20 µM. 0.33% of 360,000 active. AID 602429; in the data active = inhibition above about 37%
# Target sequence (P63165 whole entry, looked up): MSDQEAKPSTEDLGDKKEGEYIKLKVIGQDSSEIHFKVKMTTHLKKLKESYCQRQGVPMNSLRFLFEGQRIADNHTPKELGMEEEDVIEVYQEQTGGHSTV
# NadD inh: NadD (S. aureus) enzyme inhibition; purified NadD enzyme, colorimetric absorbance read-out; inhibition, % at 20 µM; 0.78% of 360,000 active; AID 602399; in the data active = inhibition above about 26%; also: some compounds past the cut are filed as inactive
# * = called active by the depositor; i = inactive; / = not tested or not shown. Rows are unselected. About 4.6% of those tested had a hit in this group.
SMILES,DNMT1 block,Neddylation inh,Scp1 inh,SKN-1 inh,STEP inh,CendR NRP1 mod,LMPTP inh,Tb MetRS inh,SUMO1 PPI mod,NadD inh
CCn1c(SCC(=O)Nc2ccc3c(c2)OCCO3)nnc1-c1cccnc1,0,i,-2,-6,-2,4,-1.0,-0.3,1,-5
O=C(NCC[C@H]1CC[C@H](NS(=O)(=O)c2ccc(F)cc2)[C@@H](CO)O1)c1ccc2c(c1)OCO2,/,i,/,9,/,8,-0.9,-0.6,0,/
Cc1ccc(C)c(/C=C2\N=C(c3ccccc3F)OC2=O)c1,4,i,-8,5,2,-10,-3.0,-0.6,4,0
COc1ccccc1NC(=O)/C(C#N)=C/c1ccc(OCCN2CCOCC2)c(OC)c1,-2,i,-9,-7,1,13,1.6,0.0,-10,-8
COc1ccc(Cn2c(C(C)C)nc3sc4ccccc4c(=O)c3c2=O)cc1,-1,i,-7,5,2,-4,3.4,-0.1,7,9
CCOC(=O)/C(C#N)=C/C=C1/C=CC=CN1C,-4,i,-1,1,3,-12,1.4,0.9,-16,-2
CCOC(=O)C1C(=O)CC(=O)CC1CC(C)SCC (centres undefined),79*,i,-7,4,-9,-1,0.0,-0.2,3,5
CN1OC[C@@H]2CN(S(=O)(=O)c3cccc(C(F)(F)F)c3)[C@H](c3ccc(-c4cccnc4)cc3)C[C@@H]21,2,i,/,1,1,1,1.9,0.5,1,6
CC1(C)CC2CC(C)(CN2S(=O)(=O)c2ccc(C(=O)Nc3ccc(S(=O)(=O)N4CCOCC4)cc3)cc2)C1 (centres undefined),-13,i,-3,0,2,-5,2.4,-0.3,5,21
CC1(C)N=C(N)N=C(N)N1c1ccc(OCCCOc2ccccc2)c(Cl)c1,-3,i,2,-10,-1,10,1.0,-0.4,2,-6
Cn1c(SCC(=O)NC(=O)Cc2ccccc2)nnc1-c1ccc(F)cc1,-1,i,-1,-7,1,7,1.0,-0.2,3,-2
CCCCCNC(=O)c1ccc2c(=O)n(CCCN3CCCC3=O)c(=S)[nH]c2c1,0,i,-5,-5,-1,-2,-0.9,-0.9,2,-9
COC(=O)C1CCN(C2CN(Cc3ccc(F)cc3)S(=O)(=O)C2)CC1 (centres undefined),3,i,/,-3,-1,-1,-0.2,-0.6,9,-7
COc1ccc(/C=C(\C#N)C(=O)Nc2cc(C)c(Cl)cc2OC)cc1O,70*,i,-7,7,6,-12,8.0,0.5,5,-2
CCOC(=O)CSCc1cn2cc(Cl)ccc2n1,2,i,-8,3,-4,-12,-0.5,-0.8,-3,8
COc1ccc(-c2ccc(C(C)=O)cc2)cc1[C@H]1[C@H]2C=CC[C@@H](C)[C@@H]2C(=O)N1Cc1ccccc1,-7,i,9,5,-8,15,8.7,-0.2,-9,11
COc1cccc(NC(=O)c2ncc(Cl)c(Cl)c2Cl)c1,1,i,-7,16,2,-4,0.6,-0.4,1,-2
CN(C)CCCN(C(=O)c1ccc(S(=O)(=O)N2CCCCC2)cc1)c1nc2cc3c(cc2s1)OCO3,-2,i,2,-7,2,8,-2.8,-0.2,-3,1
COc1[nH]c2ccc(F)cc2c1C(=O)OCC1CCN(CCNS(C)(=O)=O)CC1,-1,i,-4,15,-3,-4,8.0,0.4,1,-3
O=C(NCC1CCCO1)c1nn2c(C(F)(F)F)cc(-c3ccco3)nc2c1Cl (centres undefined),3,i,-7,6,-3,1,0.5,-0.4,-16,-7
Cc1cc2ncc(Cl)nc2cc1C,-2,i,-4,5,1,5,0.7,-0.2,-5,-3
N/C(=N\OC(=O)c1ccc(Cl)cc1)c1[nH]ncc1Br,-2,i,-5,-14,0,-8,-0.2,-0.1,3,-3
O=C(CSc1nnc(CNC(=O)c2cccs2)o1)Nc1ccccc1F,1,i,-5,4,-3,11,0.2,-0.1,3,-7
O=C(NCCN1C(=O)S/C(=C\c2ccccc2F)C1=O)C1CCCN1C(=O)c1cccs1 (centres undefined),7,i,-5,-4,10,3,1.4,-0.1,-16,3
CC(Sc1n[nH]c(N)n1)C(=O)NC1CCCCC1C (centres undefined),0,i,-6,18,-1,8,-1.6,-0.4,-1,-1
O=C(Nc1ccc(Cl)cc1Cl)N1CCN(c2ncccn2)CC1,0,i,-6,2,1,18,0.2,-0.2,-3,-5
COc1ccc2c(c1)CCc1c(C(=O)NC3CCCCC3)noc1-2,0,i,-11,6,4,-3,1.2,-0.1,3,-7
Cc1csc(NC(=O)CSc2ccc(-c3ccccn3)nn2)n1,-2,i,-3,-9,0,-12,-0.6,0.3,-1,1
CCn1cc(/C=N/NC(=O)COc2cccc3cccnc23)c2ccccc21,0,i,-5,2,0,15,-1.0,-0.9,-5,-7
O=C1Nc2cc(C(=O)N3CCC(N4CCCCC4)CC3)ccc2S/C1=C\c1ccccc1,-2,i,0,-14,1,4,-2.8,-0.4,-34,-6

# An excerpt from above in order of formula weight, lowest first:
SMILES,DNMT1 block,Neddylation inh,Scp1 inh,SKN-1 inh,STEP inh,CendR NRP1 mod,LMPTP inh,Tb MetRS inh,SUMO1 PPI mod,NadD inh
Cc1cc2ncc(Cl)nc2cc1C,-2,i,-4,5,1,5,0.7,-0.2,-5,-3
CCOC(=O)/C(C#N)=C/C=C1/C=CC=CN1C,-4,i,-1,1,3,-12,1.4,0.9,-16,-2
COc1cccc(NC(=O)c2ncc(Cl)c(Cl)c2Cl)c1,1,i,-7,16,2,-4,0.6,-0.4,1,-2

# Returning to the listing, repeating the 4 entries before the break.
SMILES,DNMT1 block,Neddylation inh,Scp1 inh,SKN-1 inh,STEP inh,CendR NRP1 mod,LMPTP inh,Tb MetRS inh,SUMO1 PPI mod,NadD inh
COc1ccc2c(c1)CCc1c(C(=O)NC3CCCCC3)noc1-2,0,i,-11,6,4,-3,1.2,-0.1,3,-7
Cc1csc(NC(=O)CSc2ccc(-c3ccccn3)nn2)n1,-2,i,-3,-9,0,-12,-0.6,0.3,-1,1
CCn1cc(/C=N/NC(=O)COc2cccc3cccnc23)c2ccccc21,0,i,-5,2,0,15,-1.0,-0.9,-5,-7
O=C1Nc2cc(C(=O)N3CCC(N4CCCCC4)CC3)ccc2S/C1=C\c1ccccc1,-2,i,0,-14,1,4,-2.8,-0.4,-34,-6
S=C(Nc1ccc(Cl)cc1)N1CCN(Cc2ccccc2)CC1,0,i,-7,0,2,-4,-0.5,-0.1,5,-5
COC(=O)c1sc(-c2ccccc2)cc1NC(=O)c1cc(OC)cc(OC)c1,-1,i,-5,0,-3,-6,1.3,-0.5,11,-2
CC(=O)Nc1ccc(S(=O)(=O)N[C@H](C(=O)O)C(C)C)cc1,0,i,-10,-8,-6,10,-0.4,-0.5,4,0
COc1cc(OC)cc(C(=O)N/N=C2/SCC(=O)N2Cc2ccco2)c1,3,i,5,0,4,-15,-0.3,-0.2,1,-3
Fc1cccc(/C=N/Nc2nncc3ccccc23)c1,2,i,-14,32,0,0,1.8,-0.1,4,0
COc1ccc(S(=O)(=O)N2CCCC2CNC(=O)C(=O)NC2CCCCCC2)cc1 (centres undefined),6,i,-9,-10,4,-3,-0.6,-0.4,7,-4
COc1cc(CNCCc2c[nH]c3ccccc23)cc(Cl)c1OCC(N)=O,-2,i,21,-3,-6,-8,-1.9,-0.4,-3,-5
c1ccc(CN2CCN(c3nc4ccccc4s3)CC2)cc1,-1,i,1,-2,0,24,-0.3,-1.3,-3,-6
COc1ccc(OCC(=O)Nc2cc3c(cc2C(=O)O)OCCCO3)cc1,2,i,-7,2,0,7,1.8,-0.3,1,-3
CCCc1nnc(NC(=O)CC(=O)Nc2ccccc2C(=O)O)s1,4,i,4,16,-3,8,-4.2,-1.3,1,-24
CCN(CC)S(=O)(=O)c1ccc(C(=O)N(c2ccc(C)cc2)C2C=CS(=O)(=O)C2)cc1 (centres undefined),4,i,-9,9,-2,2,-0.6,-0.2,-4,-1
O=C(CCS(=O)(=O)c1ccccc1Cl)NCc1ccc(F)cc1,-2,i,-2,3,3,14,-2.0,0.0,2,-5
Cc1ccc(SCc2cc(=O)c3c(=O)n(-c4ccccc4)[nH]c3[nH]2)cc1,-4,i,3,-4,8,-6,8.8,-1.1,31,6
Nc1ccc(-c2nc3ccccc3s2)cn1,0,/,-5,2,4,-8,0.7,0.0,-10,-4
COc1cccc(S(=O)(=O)NCc2ccc(C(=O)Nc3cccc(Cl)c3)cc2)c1,-9,i,-18,26,4,0,5.1,-0.3,-2,-8
Cc1ccc(C)c(NC(=O)CN(C)C(=O)C2CCN(C(=O)Nc3ccccc3)CC2)c1,14,i,-5,19,0,7,-1.4,-0.3,3,6
CCOC(=O)[C@]12CCCC=C1N(Cc1ccco1)C(=O)[C@H](CC(=O)NCCc1ccccc1OC)C2,/,i,/,-12,/,-28,0.8,-0.5,-2,2
COc1ccc(OC)c(C2C=C(c3ccc(C)c(C)c3)Nc3nnnn32)c1 (centres undefined),0,/,3,-2,0,6,-1.6,-1.6,-5,0
Cn1c(=O)c2c(nc(CN3CCc4ccccc4C3)n2Cc2ccc(Cl)cc2)n(C)c1=O,-1,i,19,4,-3,5,-1.3,-1.0,0,0
O=C(NCc1cccs1)C1CCN(c2ccc(S(=O)(=O)N3CCOCC3)cc2Cl)CC1,-7,i,-4,-3,-3,-1,-1.1,-0.1,-3,2

# Reformatted with two lines to a compound: part of the list above
# Each structure is followed by: DNMT1 block | Neddylation inh | Scp1 inh | SKN-1 inh | STEP inh | CendR NRP1 mod | LMPTP inh | Tb MetRS inh | SUMO1 PPI mod | NadD inh
> Cc1ccc(C)c(NC(=O)CN(C)C(=O)C2CCN(C(=O)Nc3ccccc3)CC2)c1
    14 | i | -5 | 19 | 0 | 7 | -1.4 | -0.3 | 3 | 6
> CCOC(=O)[C@]12CCCC=C1N(Cc1ccco1)C(=O)[C@H](CC(=O)NCCc1ccccc1OC)C2
    / | i | / | -12 | / | -28 | 0.8 | -0.5 | -2 | 2
> COc1ccc(OC)c(C2C=C(c3ccc(C)c(C)c3)Nc3nnnn32)c1 (centres undefined)
    0 | / | 3 | -2 | 0 | 6 | -1.6 | -1.6 | -5 | 0

# Going on with the list.
SMILES,DNMT1 block,Neddylation inh,Scp1 inh,SKN-1 inh,STEP inh,CendR NRP1 mod,LMPTP inh,Tb MetRS inh,SUMO1 PPI mod,NadD inh
CN(c1ccccc1)S(=O)(=O)c1ccc(Cl)c(C(=O)NC2=NCCS2)c1,2,i,2,0,0,-5,-0.7,0.0,-1,7
CCCCc1c(-c2ccc(F)cc2F)ncn1CCc1ccccc1OC,/,i,/,6,/,5,3.7,-0.1,16,1
NC(=O)CC(NC(=O)Cc1cccc2ccccc12)c1ccc(NCc2ccccc2)c([N+](=O)[O-])c1 (centres undefined),17,i,4,20,2,-31,2.1,-0.4,-19,3
CCN1CCN(C(=O)c2ccc3c(=O)n(C4CCCC4)c(=S)[nH]c3c2)CC1,-3,i,-4,-20,4,-5,-0.6,-0.5,0,-2
Cc1ccccc1NC(=O)CSc1nc2ccccc2c(=O)n1CC1CCCO1 (centres undefined),0,i,4,25,4,-1,0.2,-0.7,11,5
